Screening results (PubChem BioAssay)
ARFGAP1 inhibitor = inhibitors of rat ARFGAP1. Q62848. Arfgap1-stimulated ARF1 GTP hydrolysis, GDP FP detection. inhibition, % at 16.5 µM. actives 0.26% (n = 360,000). AID 651572;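 active = inhibition above a per-plate limit, mean inhibition of low control wells plus 3 SD, cut at about 25% in these data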;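 also: 0% = DMSO wells with enzyme and 100% = wells lacking Arfgap1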
Target sequence (Q62848 1-136 limits assumed): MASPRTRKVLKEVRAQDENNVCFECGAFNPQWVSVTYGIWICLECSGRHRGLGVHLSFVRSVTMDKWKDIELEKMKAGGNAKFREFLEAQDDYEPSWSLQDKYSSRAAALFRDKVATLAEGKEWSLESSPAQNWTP
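System: truncated rat Arfgap1 GAP domain / Medium: HEPES-based buffer, pH 7.5 / Also added: N-terminally truncated human ARF1-GTP substrate / Incubation: enzyme reaction 120 min at 25 °C after 20 min preincubation / Measured by: FP of antibody-bound GDP Alexa 633 tracer, ex 620/em 688 nm / Replicates: singlicate, each compound tested once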
DDE Tn7 FP inh = inhibitors of Tn7 peptide binding to human fibrin DD(E). P02675. FP displacement of FITC-Tn7 peptide from fibrin DD(E); 0% = median of compound wells per plate. inhibition, % at 8.3 µM. actives 0.13% (n = 370,000). AID 720508;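 active = inhibition above the mean of compounds falling within the control limits plus 3 SD of them, cut at about 14% in these data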;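 also: 0% = plate median of compound wells and 100% = 10 µM Aha-Tn7 peptide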
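Assay system: Fibrin-DD(E) protein isolated from polymerized human fibrin clots; read-out basis: percent inhibition; medium: Tris/NaCl/CaCl2 buffer, pH 7.8; signal: FP measurement; incubation: 10 min plus 3 h, room temperature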
PLC-beta3 inh = inhibitors of human phospholipase C beta3. Q01970. Purified PLC-beta3, fluorogenic substrate, fluorescence. inhibition, % at 12.2 µM. actives 0.18% (n = 370,000). AID 720704; in the data active = inhibition above about 11%;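 also: 0% = median of compound wells on plate and 100% = full blocker control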
NR1D1 modulator = Rev-erb alpha (human) modulation; Rev-erbα–FITC-DNA binding, fluorescence polarization, 90 min; activity, % at 10 µM; actives 0.79% (n = 370,000);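 active = activity above about 14%, limit read from the data; passing the limit was not always enough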;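 also: 0% = DMSO wells with 35 nM protein and 100% = DMSO wells with 750 nM protein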
sPLA2-III inh = Blocks human group III sPLA2 activity. Q9NZ20. QFRET BODIPY PC-A2 liposome hydrolysis, fluorescence. inhibition, % at 12.2 µM. actives 0.56% (n = 370,000);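 active = inhibition above mean plus 3 SD of compounds lying within the high and low control bounds, cut at about 19% in these data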;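 also: 0% = median of test compound wells and 100% = no enzyme DMSO wells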
Target sequence (Q9NZ20 whole entry, looked up): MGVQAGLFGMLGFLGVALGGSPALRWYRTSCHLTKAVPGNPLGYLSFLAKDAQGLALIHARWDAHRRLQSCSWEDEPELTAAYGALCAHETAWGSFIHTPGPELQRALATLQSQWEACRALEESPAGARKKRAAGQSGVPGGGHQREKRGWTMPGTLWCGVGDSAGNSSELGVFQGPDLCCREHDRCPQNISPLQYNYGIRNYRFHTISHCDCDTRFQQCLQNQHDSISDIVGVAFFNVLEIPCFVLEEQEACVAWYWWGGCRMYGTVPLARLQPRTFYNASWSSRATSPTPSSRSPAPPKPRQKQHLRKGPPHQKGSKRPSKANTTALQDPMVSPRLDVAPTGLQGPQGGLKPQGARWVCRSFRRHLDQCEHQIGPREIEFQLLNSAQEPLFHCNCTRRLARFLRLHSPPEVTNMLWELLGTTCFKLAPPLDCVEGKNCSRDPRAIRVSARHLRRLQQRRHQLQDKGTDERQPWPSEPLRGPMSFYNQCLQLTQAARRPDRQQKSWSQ
PLC-gamma1 inh = inhibitors of human phospholipase C gamma1. P19174. purified PLC-gamma1, fluorogenic substrate, fluorescence. inhibition, % at 12.2 µM. actives 0.84% (n = 370,000). AID 720700; in the data active = inhibition above about 9.5%
Tn6 DDE FP = disrupts Tn6 cyclic peptide binding to fibrin D-Dimer-E complex | P02675 | Fibrin DD(E) TRITC-Tn6 fluorescence polarization displacement | inhibition, % at 8.3 µM | actives 0.21% (n = 370,000);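 active = inhibition above a per-campaign cutoff: mean of compounds within control limits plus 3 SD, cut at about 15% in these data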;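 also: 0% = median of all compound wells on the plate and 100% = blocking peptide control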
ASAP1 inh = ASAP1 ArfGAP inhibition | ASAP1-stimulated ARF1 GTP hydrolysis, GDP FP detection | actives 0.19% (n = 360,000) | Q9ULH1 | inhibition, % at 16.5 µM; in the data active = inhibition above about 25%;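 also: 0% = vehicle with enzyme and substrate and 100% = no enzyme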
proKLK7 act = proKLK7 (human) activation, primary screen. P49862. purified proKLK7, EDANS-DABCYL substrate fluorescence; 100% is mature enzyme control, 0% vehicle. activation, % at 7 µM. actives 0.9% (n = 370,000);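 active = activation above the mean of all tested compounds plus 3 SD, computed per campaign excluding outliers beyond control limits, cut at about 13% in these data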
Target sequence (P49862 whole entry, looked up): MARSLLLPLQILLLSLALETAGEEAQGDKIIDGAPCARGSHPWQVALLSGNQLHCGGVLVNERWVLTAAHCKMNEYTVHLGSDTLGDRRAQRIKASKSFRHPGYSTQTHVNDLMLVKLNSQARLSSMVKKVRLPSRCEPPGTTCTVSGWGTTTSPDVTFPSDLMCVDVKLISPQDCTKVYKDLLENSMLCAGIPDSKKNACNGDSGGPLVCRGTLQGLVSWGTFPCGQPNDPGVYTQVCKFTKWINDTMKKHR
UHRF1 MBD2 ctr = UHRF1 methyl-DNA binding inhibition; inhibition, % at 4.4 µM; Q96T88; UHRF1 binding to methylated oligo, TR-FRET; AID 687016; actives 0.75% (n = 370,000); in the data active = inhibition above about 21%;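 also: UHRF1 SRA domain binding a hemimethylated CpG hairpin DNA probe; 0% = median of test compound wells and 100% = reference inhibitor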
* hit, by the source's call; i = inactive; . = not tested or not shown.

SMILES	ARFGAP1 inhibitor	DDE Tn7 FP inh	PLC-beta3 inh	NR1D1 modulator	sPLA2-III inh	PLC-gamma1 inh	Tn6 DDE FP	ASAP1 inh	proKLK7 act	UHRF1 MBD2 ctr
CCCNS(=O)(=O)c1ccc(CCC(=O)N2CCN(c3ccc(OC)cc3)CC2)cc1	-2	-3	-1	-4	11	2	-4	-4	-0.4	2
COc1ccc(C2=CC(c3ccc(F)cc3)n3nnnc3N2)cc1 (configuration not stated)	4	4	-181	-4	-9	-173	0	-2	10	-1
COc1ccc(NC(=O)c2cc(-c3ccc(C)o3)nc3ccccc23)cc1OC	5	-4	-118	-3	-8	-93	1	-3	-37	0
COc1ccc(-c2cn(-c3ccc(OC)cc3)c(=S)[nH]2)cc1	1	2	2	2	19	-5	-2	14	0.1	0
C[C@@H](C(=O)NCCc1ccccc1)N1C(=O)N2CCc3c([nH]c4ccccc34)[C@@]2(C)C1=O	-2	-1	1	5	-27	2	1	-12	0.0	-3
COc1cc(C#N)c(NC(=O)CN2CCC(C(N)=O)CC2)cc1OC	3	0	-2	-6	8	1	-3	5	-0.3	4
O=C(O)C1=C[C@@H](c2ccc(Br)cc2)C[C@@H](OCCCCO)O1	8	-9	-2	3	-3	-2	-5	3	-0.1	-2
CCn1cc(CNC(=O)CCSc2nc(-c3ccco3)cc(C(F)(F)F)n2)cn1	7	-1	-7	-4	8	-6	-4	16	-0.2	1
COc1ccc(CCNS(=O)(=O)c2ccc(F)cc2)cc1OC	13	7	-1	0	7	1	-5	3	0.7	6
CCOC(=O)N1CCN(CC(O)COc2ccc(CC)cc2)CC1 (configuration not stated)	4	-1	-7	5	0	-3	11	-12	0.6	2
O=C(NCc1csc(-c2ccccc2)n1)c1cc(F)cc2c1OCOC2	3	-2	1	1	-12	3	3	-10	0.0	-2
CCCCCCOc1ccc(N2C(=O)CC(N3CCC(C(=O)OCC)CC3)C2=O)cc1 (configuration not stated)	-8	2	2	-3	5	2	-1	-3	0.3	43*
O=S(=O)(NCc1cccs1)c1ccc(Br)cc1	1	-4	-3	-11	-8	0	7	10	-0.1	1
COC(=O)COc1ccc2c(c1)O/C(=C\c1cccc([N+](=O)[O-])c1)C2=O	7	-2	-7	-4	-1	-5	5	-5	0.0	1
CCNC(=S)Nc1ccc2c(c1)c(=O)n(C)n2Cc1ccc(Cl)cc1	1	-3	i	-3	1	-415	-3	5	21*	0

The list goes on; the last 3 above are carried over.
SMILES	ARFGAP1 inhibitor	DDE Tn7 FP inh	PLC-beta3 inh	NR1D1 modulator	sPLA2-III inh	PLC-gamma1 inh	Tn6 DDE FP	ASAP1 inh	proKLK7 act	UHRF1 MBD2 ctr
O=S(=O)(NCc1cccs1)c1ccc(Br)cc1	1	-4	-3	-11	-8	0	7	10	-0.1	1
COC(=O)COc1ccc2c(c1)O/C(=C\c1cccc([N+](=O)[O-])c1)C2=O	7	-2	-7	-4	-1	-5	5	-5	0.0	1
CCNC(=S)Nc1ccc2c(c1)c(=O)n(C)n2Cc1ccc(Cl)cc1	1	-3	i	-3	1	-415	-3	5	21*	0
CNC[C@@H]1Oc2cc(Br)ccc2S(=O)(=O)N([C@@H](C)CO)C[C@@H]1C	4	-3	2	2	0	0	8	-6	-0.4	-1
CCCCOc1ccc(C(=O)OC(C)CN(C)C)cc1 (configuration not stated)	1	-2	1	4	-13	6	-1	9	-0.1	1
CCCc1nc(SCc2ccccc2Cl)n[nH]1	3	4	0	4	4	-1	1	-3	1.0	1
CCCCNC(=O)Nc1ccccc1C(=O)Nc1ccc(OC)cc1	2	-4	1	4	1	1	3	-1	0.0	-2
Cc1ccc(C(=O)N2CCN(c3ccc([N+](=O)[O-])c(NCc4ccco4)c3)CC2)cc1	-2	4	3	11	-1	9	-1	-6	0.4	-1
CCCCNC(=O)C[C@H]1C[C@@]2(C(=O)OC)C(=C[C@H](COCc3ccccc3)O[C@@H]2C)N(Cc2ccco2)C1=O	.	1	0	-4	1	-2	11	.	0.5	-2
OCCc1ccc(-c2ccc(Cl)cc2)o1	-8	1	-2	-2	0	-1	-1	13	0.3	0
O=C(/C=C/c1ccc2c(c1)OCO2)Nc1cc(S(=O)(=O)N2CCOCC2)ccc1N1CCOCC1	6	1	-7	0	18	-6	1	17	1.0	4
CCc1ccc(-c2nc(CS(=O)CC(=O)NCCN3CCCCCC3)c(C)o2)cc1 (configuration not stated)	-5	3	-9	0	-5	2	-1	-2	0.7	0
CC1=C(C)CC(C(=O)Nc2cccc(Cl)c2)C(C(=O)O)C1 (configuration not stated)	-9	-4	0	-4	1	-1	0	-3	-0.1	1
O=S(=O)(Cc1cc(Cl)nc(-c2ccccc2)n1)c1ccccc1	-1	5	-3	12	-21	0	7	10	0.6	1
CC(CCc1ccccc1)NC(=O)CNC(=O)c1cccs1 (configuration not stated)	-10	6	-4	-5	6	-1	6	3	0.2	0
Cc1ccc(-c2nc(CS(=O)CC(=O)NCCN3CCCC3)c(C)o2)cc1 (configuration not stated)	4	-5	1	-3	0	-2	5	-1	-0.3	-2
CCNC(=O)C1(C)CCN(C(=O)C(c2ccccc2)c2ccccc2)C1 (configuration not stated)	-11	-1	5	-6	0	0	4	-8	-0.5	2
NS(=O)(=O)c1ccc(CCNC(=O)CSc2nc3ccsc3c(=O)n2CCCCCC(=O)O)cc1	15	-4	1	-1	0	4	-4	-9	0.2	2
COc1ccc(NC(=O)c2ccc3c(c2)S(=O)(=O)c2ccccc2C3=O)cc1	-2	1	3	1	-2	1	12	-12	0.7	-1
COc1cccc2c(=O)cc(C)n(CC(=O)Nc3ccc(C)c(C)c3)c12	-12	-11	-31	1	-11	-22	-1	3	0.9	0
O=S(=O)(Nc1ccc(N2CCOCC2)cc1)c1cc(Cl)ccc1Cl	-2	-1	-1	-2	0	-1	0	9	-0.8	0
CC1(c2nnnn2Cc2ccccc2)CCC(=O)N1CC1CCCCC1 (configuration not stated)	-8	5	4	8	2	2	-1	6	-0.3	2
O=C(Nc1ccc(S(=O)(=O)N2CCOCC2)cc1)c1ccc([N+](=O)[O-])o1	9	0	0	-1	7	7	-4	4	0.2	2
CCOCCCNC(C(=O)Nc1ccc(OC)c(Cl)c1)c1ccccc1 (configuration not stated)	-2	0	-1	3	-4	1	4	1	0.1	0
Cn1nnnc1SCc1ccc(C(=O)Nc2ccccc2F)cc1	-4	-1	1	-4	3	0	4	-3	0.5	5
COc1cc(OC)cc(C(=O)Nc2c(C)nn(-c3ccccc3)c2C)c1	5	-2	-5	5	-2	0	1	1	0.0	-3
CC1(C(=O)NS(=O)(=O)c2cccc(C#N)c2)CCN1C(=O)c1cccc2ccccc12 (configuration not stated)	2	-6	0	-6	0	1	3	6	-0.2	1
COC(=O)C1CN(Cc2cn(Cc3ccc(F)cc3)nn2)CCS(=O)(=O)N1Cc1ccc(OC)cc1 (configuration not stated)	.	-3	3	2	2	1	-3	.	0.0	13
CC1(C)Cc2nc3oc4c(SCC(N)=O)ncnc4c3cc2CO1	0	0	-12	10	0	-1	8	-8	-0.7	0
O=S(=O)(c1ccccc1)N(c1ccccc1)S(=O)(=O)c1ccccc1	4	5	1	6	-4	4	0	10	-0.2	5
Cc1ccc(S(=O)(=O)N2CCCCC2)cc1NC(=O)CCOc1ccccc1	-5	-3	1	3	-5	2	-3	5	-0.2	3
COc1ccc(-n2c(C)c(C(C)=O)c3cc(OCC(N)=O)ccc32)cc1	2	-2	-11	0	-3	-4	5	-11	0.2	0
Oc1ccc(-c2[nH]ncc2-c2cnn(-c3ccccc3)c2)c(O)c1	-11	1	0	7	-10	-1	2	9	0.1	-1
CC1CCCCN1C(=O)CCS(=O)(=O)c1cccc2nonc12 (configuration not stated)	-7	-3	-7	2	8	2	5	-3	0.8	-1
CCC1(C(=O)OC)NC(c2cccc(F)c2)C2C(=O)N(C)C(=O)C21 (configuration not stated)	7	2	1	2	7	0	0	9	-0.5	1
Cc1cccc(C)c1NC(=O)C(c1ccccc1)N1CCC2(CC1)OCCO2 (configuration not stated)	-3	-13	3	2	7	2	-5	21	-0.5	4
CCCC(=O)Nc1nc2ccc(NC(=O)c3ccccc3F)cc2s1	2	-3	-12	1	-2	-3	4	-5	0.0	0
O=C(Cn1c(=O)cnc2ccccc21)Nc1cccc(S(=O)(=O)N2CCOCC2)c1	-11	3	-38	-3	4	-20	-2	-2	0.4	-2
CCS(=O)(=O)N1CCCC(C(=O)NC2CCC(C)CC2)C1 (configuration not stated)	-8	3	3	-2	7	2	5	11	-1.1	-2

In another format: results already given
SMILES | ARFGAP1 inhibitor | DDE Tn7 FP inh | PLC-beta3 inh | NR1D1 modulator | sPLA2-III inh | PLC-gamma1 inh | Tn6 DDE FP | ASAP1 inh | proKLK7 act | UHRF1 MBD2 ctr
CCCCCCOc1ccc(N2C(=O)CC(N3CCC(C(=O)OCC)CC3)C2=O)cc1 (configuration not stated) | -8 | 2 | 2 | -3 | 5 | 2 | -1 | -3 | 0.3 | 43*
O=S(=O)(NCc1cccs1)c1ccc(Br)cc1 | 1 | -4 | -3 | -11 | -8 | 0 | 7 | 10 | -0.1 | 1

Retrieved by structure from above:
SMILES	ARFGAP1 inhibitor	DDE Tn7 FP inh	PLC-beta3 inh	NR1D1 modulator	sPLA2-III inh	PLC-gamma1 inh	Tn6 DDE FP	ASAP1 inh	proKLK7 act	UHRF1 MBD2 ctr
C[C@@H](C(=O)NCCc1ccccc1)N1C(=O)N2CCc3c([nH]c4ccccc34)[C@@]2(C)C1=O	-2	-1	1	5	-27	2	1	-12	0.0	-3
O=C(Nc1ccc(S(=O)(=O)N2CCOCC2)cc1)c1ccc([N+](=O)[O-])o1	9	0	0	-1	7	7	-4	4	0.2	2
COc1cc(C#N)c(NC(=O)CN2CCC(C(N)=O)CC2)cc1OC	3	0	-2	-6	8	1	-3	5	-0.3	4
